# CCT chaperon mod – modulators of cytosolic chaperonin (CCT/TRiC) activity | purified chaperonin ATPase assay, HTRF ADP detection, 30 min | AID 651819 | activity change, % (test concentration not listed), hits read low | 360,000 tested, 0.3% active; in the data active = activity change below about -30%; note: % is set by controls: 0 for no effect and ±100 for the full control effect
#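 Nucleotide hydrolysis assay: TRiC at 20–40 nM final (set by batch activity) with 10 uM ATP, 30 min at 37 °C, in presence of 76 uM compound. Detection by competitive ADP HTRF, 30 min ambient.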
# Akt phos inh – Akt phosphorylation inhibition | activity change, % for hits at 50 µM | Neuro2A IGF-stimulated pAkt S473 HTRF, 20 min; stronger effect = lower value | AID 651550 | 360,000 tested, 0.32% active; in the data active = activity change below about -80%; inconclusive = mostly about -51% to -80%; note: % is set by controls: 0 for no effect and ±100 for the full control effect
#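 Neuro2A cells in DMEM with 0.5% FBS, overnight at 37 deg C, given compound at single 50 µM final, then IGF (6 nM final) for 20 min at 37 deg C. Lysed; phospho-Akt Ser473 by HTRF after 24 h, 665/615 ratio.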
# Nrf2 ARE act – activators of Nrf2 (ARE) signaling | AREc32 ARE-luciferase reporter (MCF7-derived line), luminescence, 24 h | Potency, µM (highest dose often 46.1 µM), inactives show at the top dose activation, hits mostly activators | 410,000 tested, 0.31% active | AID 624171; note: potency is the fitted concentration of half-maximal effect; % of control where 0% means no effect; nearly all actives have a fitted effect of over 65% in size
#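 Steps: seed AREc32_Fluc cells (1000/well, 5% FBS OPTI-MEM); incubate overnight at 37 deg C; add 23 nL compound; incubate 24 hr; add Steady-Glo; hold 30 min RT; read luminescence.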
# TGFb inhibitor – inhibitors of TGF-b signaling; 410,000 tested, 1.2% active; HepG2 CAGA-GFP TGF-b/SMAD3 reporter, GFP fluorescence, 18 h; TGF-beta stimulated, 500 pg/mL final; Potency, µM (top dose mostly 46.1 µM), for inactives: at the top dose activity, negative = inhibition, usual class: inhibitors; AID 588855; note: potency is the fitted concentration of half-maximal effect; % is set by controls: 0 for no effect and ±100 for the full control effect; nearly all actives have a fitted effect of over 65% in size
#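 HEPG2 CAGA-GFP reporter cells (1000/well, DMEM with 1% FBS) received compounds, then recombinant TGF-beta at 500 pg/mL final for 18 hours at 37 degrees C. Per-cell GFP summed per well was normalised to unstimulated and stimulated DMSO controls before curve fitting.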
# EPAC2 antag – EPAC2 (human) antagonism; EPAC2 GEF exchange of Rap1B-BODIPY-GDP, fluorescence; Potency, µM (doses to about 114 µM), for inactives: top-dose activity, negative = inhibition, usual class: inhibitors; 360,000 tested, 0.18% active; AID 720708; note: potency is the fitted concentration of half-maximal effect; % is set by controls: 0 for no effect and ±100 for the full control effect; nearly all actives have a fitted effect of over 45% in size; many of its hits are not listed in these tables
# Target sequence (Q8WZA2 whole entry, looked up): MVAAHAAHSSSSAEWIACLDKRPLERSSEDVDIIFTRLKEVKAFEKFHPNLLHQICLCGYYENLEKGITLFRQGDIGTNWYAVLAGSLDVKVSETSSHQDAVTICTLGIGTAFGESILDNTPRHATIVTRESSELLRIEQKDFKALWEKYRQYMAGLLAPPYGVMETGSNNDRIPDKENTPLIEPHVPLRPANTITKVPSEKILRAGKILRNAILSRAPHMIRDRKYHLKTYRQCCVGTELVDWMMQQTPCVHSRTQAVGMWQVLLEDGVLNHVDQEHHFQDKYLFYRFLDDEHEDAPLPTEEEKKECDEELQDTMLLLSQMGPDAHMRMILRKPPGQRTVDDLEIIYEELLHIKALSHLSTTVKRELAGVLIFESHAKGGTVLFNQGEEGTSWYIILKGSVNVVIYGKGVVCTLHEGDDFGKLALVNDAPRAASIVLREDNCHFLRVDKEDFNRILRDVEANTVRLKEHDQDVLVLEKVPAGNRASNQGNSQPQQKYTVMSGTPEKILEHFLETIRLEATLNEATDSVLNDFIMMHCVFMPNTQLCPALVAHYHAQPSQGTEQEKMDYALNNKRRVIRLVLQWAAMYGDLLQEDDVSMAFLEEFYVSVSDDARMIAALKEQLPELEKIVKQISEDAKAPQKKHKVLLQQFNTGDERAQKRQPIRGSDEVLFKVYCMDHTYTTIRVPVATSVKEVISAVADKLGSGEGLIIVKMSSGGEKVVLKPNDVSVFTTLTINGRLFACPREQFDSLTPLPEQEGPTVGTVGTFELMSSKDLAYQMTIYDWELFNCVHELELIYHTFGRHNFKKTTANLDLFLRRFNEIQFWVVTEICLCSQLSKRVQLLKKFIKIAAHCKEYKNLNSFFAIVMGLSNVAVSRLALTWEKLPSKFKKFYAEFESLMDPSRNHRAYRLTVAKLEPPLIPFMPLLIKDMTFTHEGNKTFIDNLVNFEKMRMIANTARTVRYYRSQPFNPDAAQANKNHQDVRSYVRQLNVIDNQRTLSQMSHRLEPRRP
# Nrf2 block – inhibitors of Nrf2 signaling. A549 ARE-Fluc reporter, luciferase luminescence, 18-24 h. Potency, µM (series often up to 46 µM), for the others: at the highest dose activity change, negative = inhibition, usual class: inhibitors. 360,000 tested, 2.1% active. AID 504444; note: potency is the fitted concentration of half-maximal effect; % is set by controls: 0 for no effect and ±100 for the full control effect; nearly all actives have a fitted effect of over 60% in size
#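 Concentration-response testing used A549 ARE_Fluc cells at 5000 cells/well. Following an 18-24 h compound incubation, viability was read by fluorescence (Ex 405/Em 525) and luciferase output by luminescence.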
# EPAC2 agonist – agonists of human EPAC2 (RAPGEF4); Q8WZA2; EPAC2 activation, biochemical qHTS; response scale: 100% = 6.5 mM cAMP response; Potency, µM (titrated, usually from 154 µM), for the others: at the top dose activation, actives largely listed as activators; 360,000 tested, 0.079% active; note: potency is the fitted concentration of half-maximal effect; nearly all actives have a fitted effect of over 50% in size
#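 Each well held 100 nM EPAC2, 250 nM RAP1B-BODIPY-GDP and 50 uM GDP. Fluorescence, read at 5-min intervals to 30 min, was referenced to a 6.5 mM cAMP positive control.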
# A549 tox – kills or reduces viability of A549 cells in Nrf2 counter-screen; A549 ARE-Fluc cells, CellTiter-Fluor viability, 18-24 h; Potency, µM (series often up to 46 µM), for the others: top-dose activity change, negative = cytotoxicity, hits mostly inhibitors; 390,000 tested, 0.16% active; AID 504648; note: potency is the fitted concentration of half-maximal effect; % is set by controls: 0 for no effect and ±100 for the full control effect
#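 A549 ARE_Fluc cells in 5% FBS OPTI-MEM were exposed to compounds in concentration-response for 18-24 h at 37 deg C. Viability was read by CellTiter-Fluor fluorescence (Ex 405/Em 525) after 30 min, before the luciferase read.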
# Mm-Cpn inhibitor – M. maripaludis TRiC chaperonin inhibition; purified Mm-Cpn ATPase, ADP Transcreener TR-FRET; Potency, µM (highest dose often 76.9 µM), for the others: top-dose activity, negative = inhibition, usual class: inhibitors; 330,000 tested, 0.031% active; note: potency is the fitted concentration of half-maximal effect; % is set by controls: 0 for no effect and ±100 for the full control effect; nearly all actives have a fitted effect of over 80% in size
#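 ATPase turnover read by TR-FRET ADP competition (Eu cryptate antibody/ADP-d2, 665/590 nm): 10uM ATP final, 25nM Mm-CPN final, 30 min 37degC after 10-min compound preincubation, pH 7.4 Tris/KCl/MgCl2/DTT buffer.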
# * = called active by the depositor; i = inactive; ? = inconclusive; . = not tested or not shown; [ ] = dose if it differs, or a comment. Unless noted, calls come from the whole dose curve; as a rule, active = well fitted curve in the direction sought with a large enough effect; inconclusive = small, poorly fitted or top-dose-only effect, or another doubt; inactive = no such curve, though single readings can be large; an effect the other way counts as inactive or inconclusive. An excerpt; the hit share may differ from the screen's.
canonical_smiles | CCT chaperon mod | Akt phos inh | Nrf2 ARE act | TGFb inhibitor | EPAC2 antag | Nrf2 block | EPAC2 agonist | A549 tox | Mm-Cpn inhibitor
CC(C)N(CCCNC(=O)C1CCC(CNS(=O)(=O)c2ccccc2)CC1)Cc1ccccc1 (centres undefined) | -1.9 | i | 0.3% | -18% | -2% | 15% | -2% | -3% | -4%
CC(C)(C)OC(=O)N1CCCC(C(=O)Nc2cccc(C(=O)N3CCCCC3)c2)C1 (centres undefined) | -1.3 | i | 2.3% | -9% | 14% | -5% | 2% | -2% | .
CCCCCC1CC(=O)NC1(C(=O)OCC)C(=O)OCC (centres undefined) | 0.1 | i | 0.0% | -11% | -8% | 0% | -1% | -13% | .
Cc1ccc2cc(C#N)c(NCc3ccco3)nc2c1 | 0.4 | i | ? | 0% | 11% | 20% | 11% | 10% | -5%
CCn1c(C)nnc1SCC(=O)Nc1ccc(Cl)cc1 | -1.6 | i | 0.5% | 2% | 1% | 6% | 2% | -5% | 1%
COc1ccc(N2C(=O)CS(=O)(=O)C23C(=O)N(Cc2ccc(C)cc2)c2ccccc23)cc1Cl (centres undefined) | . | . | -1.2% | 9% | . | 22% | . | 2% | .
CC1CCCC(C)N1Cc1cn2ccccc2n1 (centres undefined) | -1.0 | i | 0.6% | -28% | -16% | 1% | 11% | 9% | -2%
O=c1c2ccccc2c(-c2cccc(C(F)(F)F)c2)nn1-c1ccccc1 | 2.2 | i | 0.2% | -13% | -10% | -7% | -6% | 1% | -3%
Cc1ccc(Oc2ccc3c(c2)C(=O)N(c2ccc(S(=O)(=O)Nc4nccs4)cc2)C3=O)cc1 | -2.0 | i | -0.6% | -9% | -14% | -6% | -24% | -1% | -2%
COc1cccc(NC(=O)/C=C/c2ccco2)c1 | 1.2 | i | 19% | -21% | -4% | ? | 7% | 2% | 0%
CCN(CC(=O)NCc1ccc(Cl)cc1)S(=O)(=O)c1ccc(F)cc1 | 1.5 | i | -0.5% | -1% | -4% | -7% | 8% | 7% | 0%
Cc1onc(-c2ccccc2)c1C(=O)Nc1ccc(OC(C)C)cc1 | 0.0 | i | -1.8% | -9% | -20% | -10% | 19% | 1% | 1%
Fc1ccc(Nc2nc3ccccc3c3nncn23)c(Cl)c1 | . | . | ? | 16% | . | 4% | . | 0% | .
O=C(CSc1ccc(-c2cccnc2)nn1)Nc1ccc(F)cc1F | -0.1 | i | 2.3% | -19% | 3% | -10% | 1% | 3% | 3%
COc1cc(C(=O)N2CCN(c3cccc(Cl)c3)CC2)ccc1OCC(=O)N1CCOCC1 | -0.9 | i | 0.6% | -11% | -9% | . | 0% | . | .
C=CC[C@@H](Cc1ccc(F)cc1)C(=O)OC[C@H]1CCCN1C(=O)[C@H](CC=C)CC(=O)NCCO | -1.0 | i | 0.0% | ? | -5% | 1% | 2% | 0% | -1%
COc1ccc(-c2nnc3ccc(SCC(=O)Nc4nc5ccccc5s4)nn23)cc1OC | 0.1 | i | 1.1% | -7% | 3% | 1% | 9% | -5% | 0%
CC1CC(C)CN(c2oc(-c3ccccc3F)nc2C#N)C1 (centres undefined) | 0.0 | i | 0.5% | 0% | 7% | 7% | 2% | 10% | 1%
N=C1C2=C3Sc4ccccc4N3CCCC2=NN1c1cccc(S(=O)(=O)O)c1 | -1.7 | i | -1.1% | -9% | ? | 7% | 5% | -4% | 1%
CC1(N2CCCCC2)CC2(O)C(=[N+]1[O-])CCC/C2=N\O (centres undefined) | 1.2 | i | 0.4% | 2% | 5% | -13% | 1% | -6% | 0%
Cc1ccc(C(=O)NCCc2nnc3ccc(N4CCCC4)nn23)cc1 | 0.6 | i | -0.4% | -4% | 14% | -2% | 5% | -8% | -1%
CCCOc1ccc(-c2csc(NC(=O)CN3C(=O)CCC3=O)n2)cc1 | -3.2 | i | 0.4% | -7% | 1% | 11% | 2% | -2% | -4%
C=CCNC(=O)COC(=O)/C=C/c1cccs1 | -0.7 | i | 6.0% | 4% | 4% | 8% | 10% | 0% | -2%
COc1cc2cc(CCCOC(=O)c3cc(OC)c(OC)c(OC)c3)oc(=O)c2cc1OC | 1.2 | i | -1.0% | -4% | 3% | 13% | 3% | -2% | 1%
O=C(NNc1cc(Cl)ccc1Cl)c1cccs1 | 1.7 | i | 2.8% | 0% | -8% | 9% | 1% | -1% | 0%
CCOc1ccc(C(=O)c2cn(CC(=O)Nc3ccc(F)cc3)c3cc4c(cc3c2=O)OCCO4)cc1 | . | . | 0.0% | ? | . | 1% | . | -7% | .
CC1=C(C(=O)Nc2ccc(F)cc2)C(c2cccc(C)c2)n2nc(CCCO)nc2N1 (centres undefined) | 0.8 | i | 0.5% | 10% | 11% | ? | -5% | 0% | -2%
CCCCN=CC1=C(O)C(C(=O)OC)C(C)(C)CC1=O (centres undefined) | -1.8 | i | -0.3% | 6% | 0% | -1% | 6% | -4% | -1%
CCOC(=O)c1sc2nc(C(C)C)c3c(c2c1N)CC(C)(C)OC3 | 0.8 | i | -0.8% | 20% | -1% | 23% | 11% | 11% | -1%
C=CCOc1c(Br)cc(CNc2ccc3[nH]c(=O)[nH]c3c2)cc1OCC | 0.3 | i | 2.2% | -14% | 5% | 1% | -9% | 3% | -1%

# Next part; the last 6 above are carried over.
canonical_smiles | CCT chaperon mod | Akt phos inh | Nrf2 ARE act | TGFb inhibitor | EPAC2 antag | Nrf2 block | EPAC2 agonist | A549 tox | Mm-Cpn inhibitor
O=C(NNc1cc(Cl)ccc1Cl)c1cccs1 | 1.7 | i | 2.8% | 0% | -8% | 9% | 1% | -1% | 0%
CCOc1ccc(C(=O)c2cn(CC(=O)Nc3ccc(F)cc3)c3cc4c(cc3c2=O)OCCO4)cc1 | . | . | 0.0% | ? | . | 1% | . | -7% | .
CC1=C(C(=O)Nc2ccc(F)cc2)C(c2cccc(C)c2)n2nc(CCCO)nc2N1 (centres undefined) | 0.8 | i | 0.5% | 10% | 11% | ? | -5% | 0% | -2%
CCCCN=CC1=C(O)C(C(=O)OC)C(C)(C)CC1=O (centres undefined) | -1.8 | i | -0.3% | 6% | 0% | -1% | 6% | -4% | -1%
CCOC(=O)c1sc2nc(C(C)C)c3c(c2c1N)CC(C)(C)OC3 | 0.8 | i | -0.8% | 20% | -1% | 23% | 11% | 11% | -1%
C=CCOc1c(Br)cc(CNc2ccc3[nH]c(=O)[nH]c3c2)cc1OCC | 0.3 | i | 2.2% | -14% | 5% | 1% | -9% | 3% | -1%
Cc1ccc(SCCC(=O)NC2CC2)cc1 | -1.2 | i | 5.2% | 36% | -9% | -1% | 3% | 2% | 2%
Cc1ccc(S(=O)(=O)/N=C(/c2ccc(F)cc2)N2CCCC2)cc1 | -3.1 | i | 0.0% | -20% | -15% | 16% | 6% | -6% | 3%
Cc1cccc(NC(=O)CSc2cc(C)c(C#N)c3nc4ccccc4n23)c1 | 0.3 | i | -0.9% | ? | 15% | -10% | 7% | 0% | 1%
Cc1ccc(S(=O)(=O)N(C)c2ccc(N)cc2)cc1 | -2.2 | . | -0.9% | ? | -1% | 1% | 5% | -10% | 1%
CC(C)(C)c1ccc(Cn2nnc3c(=O)[nH]c(C4CCCN(C(=O)Cc5cccs5)C4)nc32)cc1 (centres undefined) | -1.6 | i | 3.4% | ? | -19% | ? | 17% | 2%[1.84 µM] | -4%
O=C(Nc1cccc(F)c1)c1sc(Cl)nc1-c1ccccc1 | -2.6 | i | ? | -5% | 2% | -1% | -3% | -4% | ?
COc1ccc(CNC(=O)CN(c2cc(C)cc(C)c2)S(=O)(=O)c2c(C)noc2C)cc1 | 1.6 | i | -1.4% | 15% | -15% | 2% | -5% | -2% | 0%
O=S(=O)(NCc1cn2ccccc2n1)c1cccs1 | -0.2 | i | 0.3% | 10% | 1% | ? | 5% | -1% | 0%
COc1ccc(/C=C(\C#N)C(=O)OCC(=O)N(C)C2CCS(=O)(=O)C2)cc1 (centres undefined) | 0.7 | i | -0.1% | 1% | -8% | 15% | 2% | 2% | 1%
Cc1nc(S(=O)(=O)Cc2ccccc2Cl)nc2c1CCC2 | -0.1 | i | -0.7% | -2% | 3% | -13% | -2% | 0% | -3%
COc1ccc(S(=O)(=O)Nc2cc(-c3cn4ccc(C)cc4n3)ccc2C)cc1OC | . | . | 24% | -21% | . | 30% | . | 1% | .
CC(=O)NC1CSCC1OC(C)=O (centres undefined) | -5.2 | i | -0.7% | -2% | 1% | 1% | 3% | -3% | 1%
CCN(CC)S(=O)(=O)c1ccc(N2CCOCC2)c(NC(=O)CSCc2c(C)noc2C)c1 | -1.2 | i | 0.2% | -4% | -4% | -15% | 8% | 1% | .
CC(C)(C)NC(=O)NC(=O)COC(=O)CNC(=O)C1CCCCC1 | 2.1 | i | 0.0% | 0% | 15% | -6% | 0% | 0% | 2%
CN(C1=NS(=O)(=O)c2ccccc21)c1ccc(OC(=O)c2ccccc2F)cc1 | -0.2 | i | -0.8% | -5% | -3% | . | 5% | . | .
CC(=O)C1CCC2C3CCC4=CC(=O)C=CC4(C)C3CCC12C (centres undefined) | -6.4 | i | 3.7% | -7% | 4% | ? | 3% | -4% | .
O=C(NCCC(=O)N1CCC2(CC1)NCCc1[nH]cnc12)c1cccc(Br)c1 | -2.1 | i | 3.2% | 6% | 1% | -3% | 2% | -1% | 1%
O=C(CSc1ncn[nH]1)Nc1ccc(S(=O)(=O)Nc2ncccn2)cc1 | -0.3 | i | 0.1% | -1% | 7% | -19% | 0% | -15% | -3%
COc1ccc(N2CCN(C(=O)c3cc4cc(Cl)ccc4[nH]3)CC2)cc1 | -1.2 | i | -0.1% | 0% | 2% | -15% | -12% | -2% | -1%
CC(SCc1cc(=O)n2c([nH]c3ccccc32)c1C#N)C(=O)O (centres undefined) | -3.4 | i | 0.2% | 5% | -1% | 4% | -4% | 0% | 1%

# High-throughput results: PubChem, National Center for Advancing Translational Sciences (NCATS)
